Compound activity from PubChem.
Dynein transport – blocks dynein driven cargo transport along microtubules; 3617.4 mouse cells, GR-EGFP nuclear translocation imaging; test concentration mostly 20 µM; stimulated with dexamethasone, 1 µM; hits give low values; z-score, hits read low; 220,000 tested, 0.47% active;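 active = plate z-score of nuclear minus cytoplasmic receptor signal below a set negative limit, without overly bright fluorescence or cell loss, cut at about -3.5 in these data, passing the limit was not always enough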;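 note: z-score of nuclear minus cytoplasmic ring GR-EGFP intensity difference per well; some compounds called inactive have numbers as strong as hits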
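Medium: Induction medium lacking tetracycline, stripped serum | Probe or stimulus: 1.0 µM final dexamethasone stimulus | Schedule: 48 h induction, then 1 h compound, then 30 min agonist, 37 °C | Signal: Automated 10x imaging of fixed Hoechst-stained cells | Evaluation: Per-cell GR-EGFP intensity, nucleus versus surrounding cytoplasmic ring, well-averaged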
Siah-1 displacement – Siah-1 peptide-binding antagonists, primary screen, biochemical, fluorescence polarization, rhodamine-plectin, uHTS (AID 1817) | Siah-1 / rhodamine-plectin peptide fluorescence polarization; higher % means a stronger effect | one-dose displacement, % at 20 µM; IC50 in µM for titrated hits | 290,000 tested, 0.02% active;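 active = displacement of at least 50% at 20 µM, with a fluorescence ratio check between 0.3 and a set limit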;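 note: plate controls were Siah plus tracer with DMSO for no effect and tracer alone without Siah for full effect; strong numbers were not always called active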
LYP inhibition – PTPN22 lymphoid phosphatase activity blockers – biochemical, fluorescence intensity, uHTS (AID 1779); 290,000 tested, 0.054% active; inhibition, % at 11.5 µM, or IC50 in µM where a hit was titrated; recombinant LYP phosphatase, fluorescence intensity; higher % means a stronger effect;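 note: plate controls were vehicle with enzyme for no effect and no enzyme for full effect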
M1AAP inhibition – malaria alanyl aminopeptidase activity blockers – biochemical, fluorogenic H-Leu-NHMec substrate, 1536-well (AID 1445); recombinant M1AAP, H-Leu-NHMec fluorogenic kinetic assay; higher % means a stronger effect; one-dose inhibition, % at 30 µM; IC50 in µM for titrated hits; 220,000 tested, 0.42% active;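 active = primary inhibition above the hit cutoff, then over 50% inhibition at one or more dose response concentrations, cut at about 23% in these data, passing the limit was not always enough; inconclusive = conflicting primary data, or primary hits not chosen for dose response; inactive = low primary inhibition, or under 50% at every dose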;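 note: plate controls were DMSO full reaction for no effect and no enzyme background for full effect; strong numbers were not always called active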
XIAP antagonists – small molecules displacing peptide from XIAP – biochemical, IAP family, fluorescence polarization (AID 1018); 200,000 tested, 0.007% active; XIAP BIR domain, fluorescence polarization peptide displacement; higher % means a stronger effect; displacement, % at 20 µM; hits with a dose series show IC50 in µM; in the data active = displacement above about 50%; note: a part of the inactive calls stands beside numbers as strong as those of hits
AID2073 – inhibitors of Mint1-CaV2.2 protein interaction, biochemical, HTRF (AID 2073); 290,000 tested, 0.19% active; inhibition, % at 20 µM; hits with a dose series show IC50 in µM; HTRF protein-protein interaction, Mint1-CaV2.2; higher % means a stronger effect; in the data active = inhibition mostly above about 51%, no sharp cut-off; inconclusive = no clear call, values can overlap the other calls; inactive = mostly below about 53%; note: some results filed as inactive read as strong as hits
M17LAP inhibition – P. falciparum M17LAP inhibitors, primary screen, biochemical, fluorogenic H-Leu-NHMec substrate, 1536-well (AID 1619) | recombinant M17LAP, H-Leu-NHMec fluorogenic kinetic assay; higher % means a stronger effect | inhibition, % at 30 µM; hits with a dose series show IC50 in µM | 220,000 tested, 0.38% active;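 active = compound inhibiting the enzyme by more than half at any dose during confirmatory dose-response retesting; inconclusive = strong single-dose inhibitors picked by rank but not retested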;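 note: plate controls were full reaction with DMSO carrier for no effect and no enzyme background for full effect; strong numbers were not always called active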
human PMI inhibitors – human PMI inhibitors, high substrate, primary screen, biochemical, fluorescence intensity, high mannose 6-phosphate (AID 1220). recombinant PMI enzyme, coupled fluorescence intensity; higher % means a stronger effect. inhibition, % at 20 µM; hits with a dose series show IC50 in µM. 190,000 tested, 0.66% active
human PMI inhibition – MPI enzyme activity inhibition – biochemical, fluorescence intensity, coupled assay, primary screen (AID 1209) | purified PMI enzyme, coupled fluorescence intensity; higher % means a stronger effect | one-dose inhibition, % at 20 µM; IC50 in µM for titrated hits | 190,000 tested, 0.42% active;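 note: plate controls were DMSO vehicle for no effect and wells lacking substrate for full effect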
Dynein transport cytoplasmic EGFP – second read-out of Dynein transport, no call of its own (marks repeat the call); z-score; measured here: cytoplasmic GR-EGFP intensity; hits give high values
Dynein transport nuclear GR-EGFP – further read-out of Dynein transport, marked with its call; z-score; measured here: nuclear GR-EGFP intensity;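 lower value marks the stronger effect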
Dynein transport cell count – also measured in Dynein transport; calls as there; z-score; measured here: cell count per field
An asterisk follows results filed as active; ? = inconclusive; . = no result given. Cut-off read from the data, not from the text of the source, unless noted: active = inhibition above about 50%; inactive = the rest. Compounds were not picked by outcome, and some 2.1% of all compounds hit somewhere here.

molecule	Dynein transport	Dynein transport cytoplasmic EGFP	Dynein transport nuclear GR-EGFP	Dynein transport cell count	Siah-1 displacement	LYP inhibition	M1AAP inhibition	XIAP antagonists	AID2073	M17LAP inhibition	human PMI inhibitors	human PMI inhibition
O=c1cc2c(n[nH]1)CCCC2	-0.92	-0.23	-0.53	1.3	11%	-7%	-5%	-3.6%	0%	-1%	12%	-7%
CC1=C(C(=O)OCc2ccc3c(c2)OCO3)C(c2cccc([N+](=O)[O-])c2)NC(=O)N1 (stereo unspecified)	-0.46	-0.15	-0.23	0.36	0%	0%	4%	-0.9%	-12%	6%	2%	-5%
Cc1ccc(S(=O)(=O)N2CCN(C(=O)Cc3ccc4c(c3)OCCO4)CC2)cc1C	-0.85	-0.2	-0.61	0.072	3%	-6%	1%	-4.3%	-4%	7%	-2%	0%
CCc1nnc(NS(=O)(=O)c2ccc(NC(=S)NC(=O)c3cccnc3)cc2)s1	-0.12	-0.15	0.45	-0.15	14%	-3%	.	-13%	-8%	.	-5%	6%
Cc1[nH]nc(Sc2ccccn2)c1[N+](=O)[O-]	1.6	-0.17	1.1	-1.4	4%	-10%	0%	-11%	5%	3%	7%	7%
Cc1cc(NC(=O)CSc2nc3cc(Cl)ccc3s2)no1	2	0.021	2.3	-1.2	-2%	-8%	-2%	-6.3%	-2%	-10%	2%	6%
Cc1c(N=C(N)/N=C(\N)Nc2ccc(Br)cc2)c(=O)n(-c2ccccc2)n1C	1.1	0.68	0.45	-1.4	0%	-11%	7%	-8.8%	-2%	-12%	3%	-9%
O=C(Nn1c(C2CCC2)nc2ccccc2c1=O)C1CCC1	0.97	-0.23	1.1	-0.92	-3%	-11%	48µM*	-2.5%	4%	3%	-11%	-7%
Fc1ccc(-n2c(-c3cc(C4CC4)[nH]n3)n[nH]c2=S)cc1Cl	0.14	-0.19	0.17	0.25	-3%	-5%	4%	.	17%	-1%	.	.
CCOc1ccc(C2NC(=O)c3ccccc3O2)cc1 (stereo unspecified)	-0.82	1.6	-0.099	0.19	2%	-3%	5%	-1.6%	7%	8%	4%	1%
C/C(=N\OC(=O)c1ccc(C)cc1)c1c(C)nc2cc(C)ccn12	-1.2	-0.2	-1.3	0.83	0%	-4%	2%	-3.5%	17%	8%	1%	-6%
C/C(=N\Nc1cc(C)nc(NCc2ccccc2)n1)c1cccc([N+](=O)[O-])c1	-0.51	-0.27	-0.35	0.78	2%	-4%	7%	.	1%	4%	.	.
CN(C)c1nc(C(=O)Nc2ccccc2)nc(N(C)C)n1	1	-0.22	1.3	-1.2	0%	-11%	1%	-1.5%	-2%	5%	7%	8%
O=C(Nc1ccncc1)c1ccc(NS(=O)(=O)c2cccc(F)c2)cc1	0.17	-0.09	-0.039	0.59	-2%	0%	5%	-5.2%	4%	11%	-4%	-1%
Cc1cc(NC(=O)Cn2nnc3sc4c(c3c2=O)CCC(C(C)(C)C)C4)no1 (stereo unspecified)	-0.0046	-0.22	0.06	-0.11	-3%	-3%	2%	-6.5%	-3%	-4%	21%	18%
CCCCCCC(C)n1cc(C(C)=O)c(=O)[nH]c1=O (stereo unspecified)	0.51	0.15	1.1	-0.11	0%	-4%	1%	-1.4%	-10%	6%	-7%	-4%
O=C(Nc1cc2c(cc1Cl)OCCCO2)c1ccc(F)cc1	-0.72	-0.28	-0.56	0.61	-5%	42%	6%	-1.8%	2%	8%	7%	1%
Cc1c(NC(=O)C(C)Sc2ncnc3ccccc23)c(=O)n(-c2ccccc2)n1C (stereo unspecified)	0.31	-0.1	0.011	0.23	-5%	1%	-4%	28%	6%	-5%	4%	5%
COc1ccc(Nc2cccc(Cl)c2)c(C(=O)O)c1	0.062	-0.18	-0.22	0.16	3%	-4%	6%	-9.3%	11%	12%	0%	-3%
COc1cc(C2CC(=O)Oc3c2c(=O)n(C)c2ccccc32)ccc1O (stereo unspecified)	-1.2	-0.19	-0.83	0.12	14%	-1%	?	-6.6%	15%	-2%	12%	8%
CCCCCCN1N=C(C)C(C(=O)c2ccc(Cl)cc2)C1=O (stereo unspecified)	0.82	-0.21	1.1	-0.29	7%	-4%	9%	-1.7%	-3%	16%	-11%	-14%
O=C(/C=C/c1ccccc1)c1ccc2c(c1)OCCCCO2	-2.3	0.31	-0.65	-0.24	4%	-1%	4%	-3.3%	-4%	2%	11%	13%
CCc1nc(-c2ccccc2)c2ccccn12	0.32	-0.32	0.59	-0.088	5%	-9%	11%	-5.2%	-4%	1%	41%	28%
O=C(CNC(=O)c1cccs1)NCC(=O)OCc1c(F)cccc1Cl	-0.6	-0.28	0.44	-0.79	0%	-2%	-1%	-1.8%	6%	-5%	0%	0%
Cc1csc(NC(=O)c2c(O)c3cccc4c3n(c2=O)CCC4)n1	.	.	.	.	4%	-2%	.	-3.8%	0%	.	-3%	-4%
CCC(C)(C)n1nnnc1C(c1cc(OC)ccc1OC)N1CCN(Cc2ccccc2)CC1 (stereo unspecified)	0.15	-0.3	0.18	-0.13	5%	-2%	-1%	-1.8%	-5%	1%	.	.
CC1(C)CC(=O)C(C2(O)C(=O)Nc3ccccc32)CO1 (stereo unspecified)	-0.42	-0.27	-0.48	0.69	1%	-9%	-2%	-2.7%	-17%	-12%	-9%	-9%
CCOC(=O)C1CCCCN1Cc1cn(C)nc1-c1ccccc1F (stereo unspecified)	0.61	-0.15	0.88	-1.8	12%	-8%	2%	.	-2%	0%	.	.
CCCn1c(=O)c(C(=O)NCC2CCCO2)c(O)c2ccccc21 (stereo unspecified)	-0.13	-0.21	0.046	0.37	2%	-7%	6%	-3.4%	10%	0%	-11%	0%
CN(C)S(=O)(=O)c1ccc(-c2csc(N/N=C/c3ccco3)n2)cc1	0.57	0.11	0.87	-0.1	12%	0%	.	.	-7%	.	.	.
CCn1c(SCC(=O)c2cc(OC)ccc2OC)nnc1C1CC1	-0.26	-0.36	-0.25	0.56	2%	-4%	.	-1.4%	-17%	.	29%	7%
Cc1ccc(OCc2ccc(C#N)cc2)c(C(=O)c2cc(C#N)c(=O)n(C3CC3)c2)c1	0.77	0.049	0.71	-1	-1%	-5%	10%	-4.3%	12%	-4%	0%	0%
COc1ccc(C)cc1C1=Nc2ccccc2C1(C)C	-0.52	0.7	-0.37	0.9	2%	-2%	2%	-4.7%	6%	-21%	18%	15%
O=C(CCC1CCCCC1)NCCN1C2=NC[C@H](Cc3ccccc3)N2C[C@H]1Cc1ccc(O)cc1	-1	-0.19	-0.37	0.53	-6%	-2%	3%	-4.0%	-1%	-5%	3%	8%
COc1ccc(C)cc1NC(=O)c1cc2c(=O)n3ccccc3nc2n1C	0.45	-0.28	0.66	0.048	5%	-17%	-12%	-1.9%	?	-7%	-9%	-7%
CC(C)(C)c1ccc(N2C(=N)SCC2=O)cc1	0.49	-0.067	0.67	-0.74	-1%	-2%	3%	.	-9%	15%	.	.
COc1ccc(N2CCN(S(=O)(=O)c3ccc4c(c3)OCCO4)CC2)cc1	-0.36	-0.27	0.19	0.017	3%	-12%	6%	-5.2%	-6%	-11%	5%	8%
N#Cc1ccccc1Sc1ccccc1C(=O)OCC(=O)NC1CCCCC1	-0.72	-0.11	-0.74	1.2	-3%	-10%	3%	-4.6%	4%	6%	-16%	-13%
CCCN(Cc1ccccc1)C(=S)Nc1cccc(C)c1C	2.1	-0.22	1.1	-0.54	2%	9%	-2%	-2.7%	6%	-5%	2%	12%
Cn1c(-c2ccccc2)nc2cnccc21	-0.26	-0.26	-0.059	0.96	0%	2%	2%	.	-2%	-14%	.	.
Cc1cc(-c2nc3ncccc3o2)ccc1NC(=S)NC(=O)C(C)C	2.2	-0.25	1.1	-0.97	2%	-6%	-8%	-1.3%	5%	-2%	8%	12%
O=C(N/N=C/c1ccco1)C1(O)c2ccccc2-c2ccccc21	-0.5	-0.19	0.16	-0.62	2%	-7%	3%	.	4%	-5%	.	.
COc1ccc(CN(C(=O)COc2ccccc2)c2ccccc2C(=O)O)cc1	1.5	-0.21	0.74	-0.8	13%	2%	3%	.	4%	-4%	.	.
Cc1cc(C(=O)N/N=C2\CCCC(=O)C2)c(C)n1-c1ccccc1	-0.13	-0.23	-0.3	0.19	2%	-4%	11%	-1.1%	23%	13%	1%	1%
O=C(c1ccccc1)c1nn(-c2ccccc2)c2nnc(Cc3ccccc3)c(=O)n12	2.3	-0.12	1.1	-2.1	3%	2%	-4%	-3.6%	0%	-9%	-18%	-26%
COC(=O)CCSC(=S)N1CCOCC1	-0.17	0.16	0.096	-0.26	19%	-9%	5%	.	-1%	1%	.	.
O=C(Nc1ccccc1C(=O)N1CCCC1)C1CCN(c2ncccn2)CC1	-1.5	-0.2	-0.28	0.46	-2%	2%	7%	-4.4%	6%	-5%	-6%	-5%
COc1ccc(/C=C/C(=O)Nc2ccc(N3CCOCC3)cc2)cc1	0.37	-0.14	0.094	-0.35	6%	0%	-7%	-4.4%	-6%	-13%	14%	7%
O=C(Nc1ccc(Cl)cc1)c1cnc(-c2ccccc2)nc1-c1ccccc1	-0.17	-0.22	0.6	0.039	2%	-2%	9%	-8.3%	3%	-6%	3%	7%
CCn1nnc(NC(=O)c2ccc(-c3ccccc3[N+](=O)[O-])o2)n1	0.58	-0.36	0.57	0.36	1%	-1%	-3%	-3.9%	2%	1%	18%	2%
COc1ccc(N2CCN(C(=O)C3CCN(S(=O)(=O)c4ccccc4)CC3)CC2)cc1	-1.6	0.61	-0.47	0.83	5%	-3%	5%	-8.0%	-4%	5%	18%	14%
Cc1ccnc(N2CCCC(C(=O)Nc3cc(F)ccc3C)C2)n1 (stereo unspecified)	-1	-0.13	-0.36	1.5	1%	-6%	6%	-4.4%	0%	-2%	-1%	0%
